HCV inh = HCV inhibition; Huh7.5.1 HCVcc-Cre infection, luciferase reporter, 44 h; 340,000 compounds, 3.4% hits; Potency, µM (highest dose often 41.8 µM), without a hit: at the top dose activity change, negative = inhibition, usual class: inhibitors; further: potency means the concentration at half of the fitted maximal effect; on the % scale 0 is the no-effect control and ±100 the full control effect
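Infectious HCV cell culture screen: compound-treated cells (1,000/well, pre-plated 4 h) are infected with HCVcc-Cre at roughly 0.5 moi and grown 44 h. Infection is quantified by luciferase signal after 15 min substrate incubation at room temperature.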
Tb PYK inh = T. brucei pyruvate kinase inhibition | Q57TT1 | TbPYK enzyme, Kinase-Glo Plus ATP luminescence, 45 min | Potency, µM (top dose mostly 76.8 µM), for inactives: top-dose activity, negative = inhibition, most hits filed as inhibitors | 410,000 compounds, 0.12% hits; further: potency means the concentration at half of the fitted maximal effect; on the % scale 0 is the no-effect control and ±100 the full control effect; nearly all actives have a fitted effect of over 50% in size
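Readout: single end-point luminescence (Kinase-Glo Plus, 10 min). Reaction conditions were TbPYK/substrate plus 130 uM ADP, 45 min at RT, pH 7.2 TEA buffer. No-enzyme wells served as controls, and data were normalized before concentration-response fitting.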
Pf growth 48h = inhibits P. falciparum growth in the first generation, 48 h; P. falciparum luciferase growth in erythrocytes, 48 h; Potency, µM (highest dose often 28.7 µM), for inactives: at the highest dose activity change, negative = inhibition, most hits filed as inhibitors; 310,000 compounds, 5.9% hits; further: potency means the concentration at half of the fitted maximal effect; on the % scale 0 is the no-effect control and ±100 the full control effect
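Parasite viability was followed by luminescence of a genomically integrated firefly luciferase. Cultures held 0.1% parasitemia at 2% hematocrit (final), incubated under 5% CO2 at 37 C.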
LmPK inh = LmPK (Leishmania mexicana) enzyme inhibition; 290,000 compounds, 0.37% hits; AID 1721; purified LmPK, Kinase-Glo ATP luminescence, 1 h; Potency, µM (highest dose often 57.5 µM), inactives show at the top dose activity change, negative = inhibition, actives largely listed as inhibitors; Q27686; further: potency means the concentration at half of the fitted maximal effect; on the % scale 0 is the no-effect control and ±100 the full control effect
Target sequence (Q27686 whole entry, looked up): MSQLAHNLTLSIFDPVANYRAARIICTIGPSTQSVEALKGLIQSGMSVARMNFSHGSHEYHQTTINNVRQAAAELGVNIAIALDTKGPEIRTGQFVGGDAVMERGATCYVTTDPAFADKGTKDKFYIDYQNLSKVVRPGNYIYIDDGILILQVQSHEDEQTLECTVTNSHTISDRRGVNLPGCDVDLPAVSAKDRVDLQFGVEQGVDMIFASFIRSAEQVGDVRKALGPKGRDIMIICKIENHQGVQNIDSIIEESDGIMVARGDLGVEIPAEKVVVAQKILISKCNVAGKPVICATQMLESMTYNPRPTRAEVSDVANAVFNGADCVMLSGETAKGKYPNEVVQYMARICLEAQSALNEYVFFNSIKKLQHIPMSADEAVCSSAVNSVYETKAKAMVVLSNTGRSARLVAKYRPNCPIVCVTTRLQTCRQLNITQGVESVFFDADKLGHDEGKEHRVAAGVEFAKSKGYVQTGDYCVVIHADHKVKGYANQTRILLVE
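In 50 mM imidazole pH 7.2 with 7 mM MgCl2, LmPK (0.1 nM) turned over PEP (0.5 mM) and ADP (0.1 mM) for 1 h at room temperature. Luciferase read-out of ATP.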
Cycloheximide cs = counter-screen hit for Shiga toxin inhibitors, cycloheximide; 300,000 compounds, 12% hits; max response, %; cell reporter, cycloheximide protein synthesis inhibition counterscreen; AID 2314; in the data active means max response mostly above about 13%, no sharp cut-off; inactive means mostly below about 14%; further: read at 38.3 µM for the half of the compounds with a filed dose; 0% is about no effect
Shiga toxin inh = blocks Shiga toxin action in Vero cells; Vero cells, Shiga toxin protein synthesis inhibition reporter; inhibition, % at 38.7 µM; 290,000 compounds, 9.2% hits; AID 2315; in the data active means inhibition mostly above about 28%, no sharp cut-off; inactive means mostly below about 43%; further: 0% is about no effect
Pf growth 96h = P. falciparum growth inhibition at 96 hours; Potency, µM (doses to about 28.7 µM), for the others: at the top dose activity change, negative = inhibition, actives largely listed as inhibitors; 320,000 compounds, 6.9% hits; P. falciparum luciferase reporter growth, 96 h; further: potency means the concentration at half of the fitted maximal effect; on the % scale 0 is the no-effect control and ±100 the full control effect
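Erythrocytes infected with luciferase-expressing P. falciparum were dispensed at 2% hematocrit and 0.05% parasitemia (final), then incubated with compounds 96 hours at 37 C in 5% CO2. Luminescence after detection reagent addition reported growth.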
Active calls of the source: *; ? = inconclusive; . = not tested or not shown; & = joins results of further samples; [ ] = another dose, or the depositor's remark. Unless noted, the call rests on the fitted dose curve; in most records, active means well fitted curve in the direction sought with a large enough effect; inconclusive means small, poorly fitted or top-dose-only effect, or another doubt; inactive means no such curve, though single readings can be large; an effect the other way counts as inactive or inconclusive.

SMILES	HCV inh	Tb PYK inh	Pf growth 48h	LmPK inh	Cycloheximide cs	Shiga toxin inh	Pf growth 96h
O=C(O)c1ccc(N2CCOCC2)c(N2C(=O)C3C4C=CC(C4)C3C2=O)c1 (stereo unspecified)	4%	1%	-3%	-1%	-4	9	14%
O=C(CC1C(=O)N(Cc2ccccc2)C(=S)N1CCN1CCOCC1)Nc1ccc(F)cc1 (stereo unspecified)	3%	1%	1.9µM*	5%	8	-9	-8%
O=C(O)CSc1nnc(-c2cccc(S(=O)(=O)N3CCOCC3)c2)n1-c1cccc(Cl)c1	8%	-8%	-16%	2%	5	-5	-25%
Cc1ccccc1N=C(NOCc1ccc(Cl)cc1Cl)c1nonc1N	?	-5%	.	5%	6	-6	12µM*
Cc1ccc(CN2C(=O)C(CC(C)C)Nc3ncnc(N4CCN(c5ccccn5)CC4)c32)cc1 (stereo unspecified)	?	5%	9.3µM*	.	.	.	?
COc1ccc(NC(=O)c2ccc(-n3cncn3)c([N+](=O)[O-])c2)cc1	-19%	-2%	?	-1%	-3	24	?
C=CCn1cnc2c(c1=O)c1nc3ccccc3nc1n2/N=C/c1cccc(OC)c1	18%&4%	-1%	?	4%	9	-12	?
COc1ccc(S(=O)(=O)Nc2c(C(=O)O)[nH]c3ccc(OC)cc23)cc1	8%	-34%	18%	-1%	3	2	-4%
CCN(CC)C(=O)CSc1nc2cc3c(cc2c(=O)n1Cc1ccc(OC)cc1)OCO3	?	-8%	?	13%	4	22	27%
CC(=O)c1cnc2c(-c3ccc(Cl)cc3)c(C)nn2c1C	4%	4%	-9%	0%	3	13	59%[activator]
O=C(Nc1nc(-c2ccc(F)cc2)cs1)c1cccc(N2C(=O)CCC2=O)c1	.	-9%	4%	3%	16*	18	39%[activator]
Oc1ccc(-n2nnnc2SCc2ccccc2Br)cc1	-9%	-18%	?	8%	1	-6	13µM*
O=C(CSCc1cccs1)N1CCCC1	10%	-4%	78%[activator]	-7%	31*	55*	-10%
Cc1cc(C)c2c(n1)SCC(=O)N2CC(=O)Nc1ccc(Br)c(C)c1	-6%	1%	-8%	8%	-2	-4	0%
COc1cccc(C2NC(=O)NC(C)=C2C(=O)OCC2CCCCC2)c1 (stereo unspecified)	7%	5%	?	-9%	-2	20	?
Cc1cccc(COCC(Cc2ccccc2)N2CCN(C(=O)c3cccc(C)c3)CCC2=O)c1 (stereo unspecified)	-9%[8.37 µM]	-3%	13µM*	6%	-2	-11	?
Cc1ccc(Cn2nnnc2CN2CCC(c3nc4ccc(Cl)cc4[nH]3)CC2)cc1	?	-6%	?	2%	-1	-7	?
CCN(C(=O)COc1ccccc1)C1CCCCC1	3%	2%	20%[5.75 µM]	2%	-2	20	27%
O=C1CCC(C(=O)N2CCC(CO)CC2)CN1Cc1ccc(Cl)cc1 (stereo unspecified)	21%	1%	6%	-4%	5	16	70%[activator]
O=S(=O)(NCCC1=CCCCC1)c1ccc(F)cc1	-8%	0%	35%[activator]	6%	9	-3	10%
CCCCCC[C@@H](O)C/C=C\CCCCCCCC(=O)O	.	3%	-6%	.	.	.	3%
O=C(Nc1c2c(nn1-c1ccc([N+](=O)[O-])cc1)CS(=O)(=O)C2)c1cccs1	9%	-8%	?	3%	5	7	5.9µM*
CC1CC2=C(C(=O)O1)C(C)Nc1ccccc1N2 (stereo unspecified)	-2%	-2%	4%	-3%	-5	-9	?
NS(=O)(=O)c1ccc(CNC(=O)CCSCCC(=O)NCc2ccc(S(N)(=O)=O)cc2)cc1	6%	-4%	0%	4%	-12	8	44%[activator]
CCN(CC)c1ccc(NC(=O)c2cccc(F)c2)c(C)c1	?	-11%	7%	3%	14	6	52%[activator]
O=C(N=Nc1c(O)[nH]c(=O)[nH]c1=O)C1COc2cc3ccccc3cc2O1 (stereo unspecified)	6%	3%	14%	4%	12	39	?
CC(C)N(C(=O)C[n+]1ccsc1N)c1ccccc1	10%	-3%	9%	-4%	1	20	0%
Cc1csc(=O)n1CCC(=O)OCC(=O)NCc1ccc(F)cc1	17%	1%	10%	.	.	.	15%
O=C(O)CCC(=O)Nc1cccc(C(=O)Nc2cccc(Cl)c2)c1	1%	-8%	-2%	-1%	0	-6	5%
CN(CC(=O)Nc1ccccc1Cl)CC(=O)Nc1ccccc1[N+](=O)[O-]	-16%	1%	-17%	2%	-2	-6	5%
CC1C2C(c3ccccc3)N(C)C(=O)N(C)C2N(C)C(=O)N1C (stereo unspecified)	1%	-1%	7%	-3%	-3	-15	33%[activator]
COc1ccc(C(=O)NNC(=O)c2ccncc2)cc1	19%	7%	-7%	-1%	6	7	-22%
NC1=NC[C@H](CC2CCCCC2)N1CCc1cc(C(F)(F)F)cc(C(F)(F)F)c1	7%	-1%	2.9µM*	4%	-5	-13	2.3µM*
CCN(CC)S(=O)(=O)c1ccc(N2CCCC2)c(NC(=O)C2=NN(c3ccccc3)C(=O)CC2)c1	-25%	-2%	10µM*	.	.	.	15µM*
Cc1cc(C(=O)CN2C(=O)NC3(CCCCC3)C2=O)c(C)n1C	11%	1%	24%	-2%	38*	45*	41%[activator]
Cc1cc(NC(=O)CCC(=O)N(CC(=O)NCC2CCCO2)c2ccccc2C)no1 (stereo unspecified)	16%	-1%	9%	1%	0	-11	-26%
COc1ccc(C2=NOC(C(=O)N3CCN(C(=O)c4ccco4)CC3)C2)cc1OC (stereo unspecified)	12%	0%	-8%	4%	-5	-7	8%
O=c1cc(NS(=O)(=O)c2ccccc2)nc(SCc2ccc(Cl)cc2)[nH]1	?	9%	?	0%	3	-19	?
CCOC(=O)c1[nH]c(C)c(CCC(=O)O)c1C	17%&7%	2%&-4%	16%	7%&3%	1&0	-22&29	-28%
CCOC(=O)[C@@H]1[C@H]2COc3ccccc3[C@@H]2N2C(=O)N(c3cccc(C)c3)C(=O)[C@]12C	-11%	-2%	-21%	-2%	0	-3	?
CCN(CC)S(=O)(=O)c1ccc(C)c(NC(=O)COc2ccc(Br)cc2Cl)c1	1%	-13%	-1%	-4%	-4	-8	226%[activator]
COc1ccc(-c2ccnc(SCC(=O)N3CCN(c4ccccc4)CC3)n2)cc1	17%	-1%	3%	7%	-3	10	11%
O=c1c(Cl)c(N2CCNCC2)cnn1C12CC3CC(CC(C3)C1)C2	1%	0%	5%	10%	-14	-6	232%[activator]
COc1ccccc1CNC(=O)c1ccc2c(=O)n(CC3CCCO3)c(=S)[nH]c2c1 (stereo unspecified)	?	-1%	0%	0%	-3	-22	?
CCN(CC)CCN1CCn2c3c(c4cc(C)ccc42)CCCC31 (stereo unspecified)	8.9µM*	1%	3.7µM*	0%	11	9	9.3µM*
Cc1cc(N(CC(=O)NC2CC2)S(C)(=O)=O)ccc1Br	28%	-1%	-1%	0%	-2	-3	-6%
CC(=O)NC1=NC(=O)C(C)S1 (stereo unspecified)	7%	0%	22%	-3%	1	-9	14%
COc1cc(NC(=O)CCn2c(=O)[nH]c3ccsc3c2=O)cc(OC)c1	-1%	-4%	?	4%	6	-10	?
COc1ccc(-c2nc(N)n(C(=O)c3ccc(C)cc3)n2)cc1	5%	-4%	0%	3%	-3	7	37%[activator]
COc1ccc(C2=NOC3(CC(=O)N(c4ccc(C)cc4)C3=O)C2)c(OC)c1 (stereo unspecified)	9%	-4%	9%	0%	1	4	8%[5.75 µM]
O=C(O)c1ccc(Nc2ncc([N+](=O)[O-])cc2[N+](=O)[O-])cc1	11%	-7%	16%	-5%	-6	-3	-21%
CCC(C)NS(=O)(=O)c1ccc(S(=O)(=O)N(CC(=O)Nc2ccccc2)CC2CCCO2)cc1 (stereo unspecified)	-23%	-6%	-30%	7%	-4	-11	.
CC1CC(C)CN(S(=O)(=O)N2CCC(C(=O)NCCC3=CCCCC3)CC2)C1 (stereo unspecified)	11%	8%	13%	0%	1	-10	?
O=C(Cn1nnc2ccccc21)Nc1ccc([N+](=O)[O-])cc1	-9%	-16%	14%	3%	-3	-12	27%
CC(C)(C)n1nc2c(c1NC(=O)Cc1ccc(Cl)cc1)CS(=O)(=O)C2	.	4%	118%[activator]	-2%	1	24	0%
Cc1cccc(OCC(=O)NCC(c2cccs2)N2CCOCC2)c1 (stereo unspecified)	2%	2%	-1%	.	.	.	-8%
CC(C)N(C(=O)CO/N=C/c1cccc([N+](=O)[O-])c1)C(C)C	-10%	-2%	?	2%	7	28	-27%
COc1ccc(/C=C(/NC(=O)c2ccco2)C(=O)Nc2ccc(C(=O)O)cc2)cc1	-14%	-1%	8%	1%	-4	1	?
O=C(Nc1nccs1)C1CCN(S(=O)(=O)c2cnc[nH]2)CC1	17%	-4%	-20%	-13%	-5	-10	?
Cc1c(S(=O)(=O)NC2CCCCCC2)c(=O)n(C)c(=O)n1C	35%[activator]	-3%	2%	.	.	.	4%

More structures:
SMILES	HCV inh	Tb PYK inh	Pf growth 48h	LmPK inh	Cycloheximide cs	Shiga toxin inh	Pf growth 96h
Nn1c(SCc2ccccc2F)nnc1-c1ccncc1	14%	-2%	23%	-6%	32*	80*	35%[activator]
O=C(NCCc1cccnc1)c1cc(COc2ccc(F)cc2Cl)on1	-3%	3%	3%	5%	8	10	?
NS(=O)(=O)c1ccc(CCNC(=O)[C@@H]2CCCN2S(=O)(=O)c2ccccc2F)cc1	8%	4%	27%	-4%	1	-14	39%[activator]
COC(=O)[C@H](Cc1ccccc1)NC(=O)NCCC1=CCCCC1	19%	-4%	.	-1%	-8	-7	-13%
Cc1cc(F)ccc1NCc1ccccc1[N+](=O)[O-]	11%	-1%	?	7%	8	8	98%[activator]
CCOC(=O)c1c(-c2ccccc2)csc1NC(=O)c1cccc(N2C(=O)CCC2=O)c1	17%	6%	-5%	4%	1	-9	84%[activator]
COc1cc2c(cc1OC)C1(CCCCC1)CN(C)C2	-5%	2%	-12%	8%	-8	-7	?
COc1ccc(/C=C(\NC(=O)c2ccccc2)C(=O)NCCN2CCOCC2)cc1	18%	6%	18%	2%	10	-4	-5%
O=C1C=C(c2ccc(-c3ccccc3)cc2)C[C@@H](c2ccc(Cl)cc2)C1	20%	-11%	?	.	.	.	21%
Cc1ccc(N2CCN(CCCCN3C(=O)C4CCCN4C3=O)CC2)cc1 (stereo unspecified)	-16%	3%	-6%	-1%	1	13	-2%
COCc1cc(=O)[nH]c(=S)[nH]1	8%	-7%	22%	-2%	-2	-9	32%[activator]
O=c1[nH][nH]c2cc(=O)n(-c3ccc(Cl)cc3)nc12	-19%	-7%	22%	-1%	-4	-12	15%
Cc1ccccc1C(=O)Nc1ccccc1NC(=O)c1ccccc1C	-4%	-4%	1%[0.00184 µM]	0%	-5	-2	433%[activator]

One compound at a time (already shown). Order of values: HCV inh, Tb PYK inh, Pf growth 48h, LmPK inh, Cycloheximide cs, Shiga toxin inh, Pf growth 96h
COc1ccc(-c2nc(N)n(C(=O)c3ccc(C)cc3)n2)cc1 as listed: 5%, -4%, 0%, 3%, -3, 7, 37%[activator]
Cc1cc(N(CC(=O)NC2CC2)S(C)(=O)=O)ccc1Br as listed: 28%, -1%, -1%, 0%, -2, -3, -6%
CCOC(=O)c1c(-c2ccccc2)csc1NC(=O)c1cccc(N2C(=O)CCC2=O)c1 as listed: 17%, 6%, -5%, 4%, 1, -9, 84%[activator]
COc1ccc(/C=C(/NC(=O)c2ccco2)C(=O)Nc2ccc(C(=O)O)cc2)cc1 as listed: -14%, -1%, 8%, 1%, -4, 1, ?
